M18AAP inhibitor = blocks P. falciparum M18 aspartyl aminopeptidase. 1.2% of 290,000 active. AID 1822. recombinant PfM18AAP, H-Glu-NHMec fluorogenic cleavage. inhibition, % at 7.35 µM;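 active means inhibition above the campaign mean inhibition over all tested compounds plus 3 SD, cut at about 28% in these data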;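 further: 0% = plate median of test compound wells and 100% = 2 mM ZnCl2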
OXTR potentiator = potentiators of human oxytocin receptor. CHO-OTR cells, Fluo-8 calcium fluorescence, potentiator mode; 0% = oxytocin EC15, 100% = EC100. P30559. activation, % at 3 µM. AID 2445. 0.061% of 320,000 active;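 active means activation above that plate's cutoff, the mean activation of tested compounds plus 3 SD, cut at about 6.6% in these data, passing the limit was not always enough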;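 further: 100% uses oxytocin at 75 nM as the full agonist control; some results filed as inactive read as strong as hits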
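Material: CHO-OTR cells, human receptor; compound dosing: single dose, 3.0 µM nominal final compound concentration; schedule: 6 min compound pre-incubation at room temperature, 100 s kinetic read; measured by: kinetic Fluo-8 calcium fluorescence; read-out basis: % activation vs EC15 and EC100 oxytocin; controls: EC15 oxytocin alone as 0%, 75 nM oxytocin as 100%; replicates: singlicate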
GPR7 antagonist = human neuropeptides B/W receptor 1 antagonism | inhibition, % at 4.4 µM | GPR7-expressing cells, fluorescence antagonist assay | P48145 | 1.1% of 290,000 active | AID 1861; in the data active means inhibition above about 16%, passing the limit was not always enough;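 further: cells stimulated with the agonist NPW; 0% = agonist with vehicle and 100% = vehicle without agonist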
Target sequence (P48145 whole entry, looked up): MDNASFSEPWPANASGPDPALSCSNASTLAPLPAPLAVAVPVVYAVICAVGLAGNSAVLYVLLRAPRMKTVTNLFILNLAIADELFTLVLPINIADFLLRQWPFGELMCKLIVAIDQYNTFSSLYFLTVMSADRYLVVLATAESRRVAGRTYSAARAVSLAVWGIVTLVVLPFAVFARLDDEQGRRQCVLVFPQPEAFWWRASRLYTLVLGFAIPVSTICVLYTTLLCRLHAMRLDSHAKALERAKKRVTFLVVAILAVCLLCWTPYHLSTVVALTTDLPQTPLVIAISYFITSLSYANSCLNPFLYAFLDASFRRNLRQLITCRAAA
MEKK2mut PB1 HTS = signal of MEK5 binding to mutant human MEKK2 PB1 domain. bead flow cytometry, Alexa488-MEK5 binding to MEKK2 mutant. 0.35% of 290,000 active. percent response, % at 10 µM; in the data active means percent response above about 24%, passing the limit was not always enough; further: inactives centre near 1; some results filed as inactive read as strong as hits
OXTR agonist = activates the human oxytocin receptor; AID 2435; CHO-OTR cells, Fluo-8 calcium fluorescence; normalized: DMSO 0%, oxytocin 100%; 0.32% of 320,000 active; P30559; activation, % at 3 µM;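 active means activation above the mean of all tested compounds plus 3 SD, cutoff set per screening run, cut at about 20% in these data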;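 further: peak over basal fluorescence ratio from a 100 s FLIPR kinetic read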
GalR3 antagonist = human GalR3 antagonism | O60755 | HEK293 GalR3-CNG cAMP membrane potential fluorescence; galR3 body fused to GalR1 C-terminus | inhibition, % at 3 µM | 0.44% of 360,000 active;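 active means inhibition above the screen-wide average plus 3 SD, cut at about 13% in these data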;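 further: forskolin and galanin both at EC90 stimulate the cells; cAMP rise reported by CNG channel membrane potential dye signal; 0% = forskolin plus galanin with DMSO and 100% = forskolin alone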
Target sequence (O60755 1-299 limits assumed): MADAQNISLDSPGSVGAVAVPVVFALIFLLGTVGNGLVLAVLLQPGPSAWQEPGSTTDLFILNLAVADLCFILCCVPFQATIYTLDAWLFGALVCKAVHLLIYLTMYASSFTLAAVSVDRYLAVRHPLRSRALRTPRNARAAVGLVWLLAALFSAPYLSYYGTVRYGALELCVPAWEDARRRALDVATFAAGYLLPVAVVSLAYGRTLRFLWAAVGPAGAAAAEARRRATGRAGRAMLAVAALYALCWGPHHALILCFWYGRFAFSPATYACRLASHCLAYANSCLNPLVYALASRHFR
V1R ag counter = counter-screen for oxytocin receptor agonists: human V1a receptor agonists. activation, % at 3 µM. 0.25% of 320,000 active. P37288. CHO-V1R cells, Fluo-8 calcium fluorescence, agonist mode; 0% DMSO, 100% 3 nM vasopressin;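 active means activation above the mean activation of all tested compounds plus 3 SD, per screening run, cut at about 20% in these data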;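 further: signal is peak over basal fluorescence ratio across a 100 second FLIPR read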
MEKK2 WT-MEK5 = raises or lowers MEK5 binding to wildtype human MEKK2 PB1 domain; AID 1531; bead flow cytometry, Alexa488-MEK5 binding to MEKK2 WT; actives lie on both sides; Q9Y2U5; 1.1% of 290,000 active; binding response (% of control), % at 10 µM; in the data active means binding response below about 67% or above about 130%
NALP1 inh = blocks the NALP1 inflammasome reconstituted in yeast; S. cerevisiae NALP1/ASC/caspase-1 growth, X-gal OD620, 72 h; inhibition, % at 10 µM; 0.61% of 280,000 active; in the data active means inhibition mostly above about 24%, no sharp cut-off; inactive means mostly below about 32%; further: some compounds called inactive have numbers as strong as hits
Numbers without * were called inactive; · = no result given; [ ] = dose if it differs, or a comment.

SMILES	M18AAP inhibitor	OXTR potentiator	GPR7 antagonist	MEKK2mut PB1 HTS	OXTR agonist	GalR3 antagonist	V1R ag counter	MEKK2 WT-MEK5	NALP1 inh
CN(C)C(CNC(=O)c1ccc2ccccc2c1)c1ccco1 (stereo unspecified)	-1	-11	-5	-3	-0.5	-5	0.0	102	12
Cc1csc(NC(=O)C2CCCN(S(=O)(=O)c3ccc4c(c3)oc(=O)n4C)C2)n1 (stereo unspecified)	-5	-11	1	-2	-1.6	3	4.6	104	-10
CSc1ncccc1C(=O)OCC(=O)NCCCc1ccccc1	·	-2	·	·	-0.7	-4	-0.6	·	·
COc1cccc(N=Nc2c(=O)[nH]n3c(=O)c4c([nH]c23)CCC4)c1	20	3	-6	5	-0.6	2	0.2	100	0
Cc1cc(C)n(-c2ccc(Oc3ccccc3)c(S(=O)(=O)O)c2)n1	-2	0	-1	-1	-0.1	-2	1.6	105	-1
Cc1c(Cl)cccc1NC(=O)Nc1c(C)n(C)n(-c2ccccc2)c1=O	3	-3	-12	8	-0.6	-3	-0.9	107	-2
CC(=O)NCCC(=O)Nc1nc2ccc(Oc3ccccc3)cc2s1	-1	-14	-8	-1	2.8	-8	3.4	103	23
COc1ccc(NC(=O)COC(=O)Cc2c(F)cccc2Cl)cc1	-10	-10	-1	-1	-1.2	-9	-0.2	105	7
Cc1ccc(S(=O)(=O)N(C)CC(=O)NCC(c2ccc(F)cc2)N2CCOCC2)cc1 (stereo unspecified)	·	8	·	·	1.4	-6	1.5	·	·
C=CCN1C(=O)C(Cc2ccc(F)cc2)S/C1=N/N=C/c1cccs1 (stereo unspecified)	1	-13	9	9	-1.5	0	1.4	109	12
CCCCn1c(N)c(N(CC)C(=O)c2cc(OC)cc(OC)c2)c(=O)[nH]c1=O	2	-15	-7	2	1.2	-2	-0.2	101	17
c1csc(-c2nnc(Cc3cccc4ccccc34)o2)c1	-6	-4	-10	3	-2.0	-6	-0.1	100	-56
COc1ccc(OC)c(S(=O)(=O)Nc2ccccc2F)c1	3	-2	-3	-1	0.1	-10	-0.1	95	4
Fc1ccc(-[n+]2nc(Nc3ccccc3)sc2-c2c(Cl)cccc2Cl)cc1	11	-22	3	13	23*	-3	25*	118	25
Cc1ccc(-n2ncc3c(=O)n(CC(N)=O)cnc32)cc1	-6	-7	-18	3	-0.4	-11	-0.5	109	17

Exported with two lines to a compound: 3 of the compounds above.
Below each SMILES – M18AAP inhibitor, OXTR potentiator, GPR7 antagonist, MEKK2mut PB1 HTS, OXTR agonist, GalR3 antagonist, V1R ag counter, MEKK2 WT-MEK5, NALP1 inh
- CSc1ncccc1C(=O)OCC(=O)NCCCc1ccccc1
    ·, -2, ·, ·, -0.7, -4, -0.6, ·, ·
- COc1cccc(N=Nc2c(=O)[nH]n3c(=O)c4c([nH]c23)CCC4)c1
    20, 3, -6, 5, -0.6, 2, 0.2, 100, 0
- Cc1cc(C)n(-c2ccc(Oc3ccccc3)c(S(=O)(=O)O)c2)n1
    -2, 0, -1, -1, -0.1, -2, 1.6, 105, -1

The listing continues.
SMILES	M18AAP inhibitor	OXTR potentiator	GPR7 antagonist	MEKK2mut PB1 HTS	OXTR agonist	GalR3 antagonist	V1R ag counter	MEKK2 WT-MEK5	NALP1 inh
Cc1ccc2cc(C#N)c(SCC(=O)NCc3ccco3)nc2c1	-10	-13	4	-17	-1.8	-4	-0.1	2.0*[inhibitor]	-6
O=C(CN1CCN(Cc2ccccc2Cl)CC1)N/N=C/c1cccs1	2	-7	-5	-1	0.5	-4	6.0	102	-16
Cc1c(C(=O)NCC2COc3ccccc3O2)oc2ccc(S(=O)(=O)N3CCOCC3)cc12 (stereo unspecified)	-1	-9	-9	·	8.2	-2	6.2	·	38
COC(=O)C1CCN(C(=O)CSc2nnc(-c3ccccc3)o2)CC1	·	1	·	·	0.2	-5	0.9	·	·
Cc1cccc(Cn2nc(C)cc2NC(=O)CCCn2ccc([N+](=O)[O-])n2)c1	2	-4	-4	6	-0.1	0	0.8	103	-8
CCCCNC(=O)c1ccc2c(c1)C(=O)N(Cc1ccncc1)C2=O	3	·	-11	-5	·	-1	·	92	3
CN(C)S(=O)(=O)c1ccc(Cl)c(NC(=O)COC(=O)/C=C/c2ccc(S(=O)(=O)N3CCOCC3)cc2)c1	2	-7	14	-4	3.9	1	6.2	91	37
CCn1ccnc1CNCc1cn(-c2cc(C)ccc2C)nc1-c1ccccc1	2	-6	-5	7	-0.3	-4	0.0	112	-32
CC1(c2nnc(-c3ccccc3)o2)CC(c2ccncc2)=NO1 (stereo unspecified)	·	-5	·	3	0.1	-2	1.9	104	-4
COCCn1nnnc1C(c1ccc(O)c(OC)c1)N1CCc2ccccc2C1 (stereo unspecified)	-12	-3	-3	-4	0.9	0	0.9	103	-2
CN1CCN(c2nc3ccccc3nc2C(C#N)S(=O)(=O)c2ccccc2)CC1 (stereo unspecified)	7	-3	3	1	0.7	-8	0.7	102	·
O=C(CNC(=O)c1ccc([N+](=O)[O-])cc1)c1ccccc1	-21	-6	8	6	-1.2	·	0.2	109	5
COCCC(=O)N1CCC(Oc2ccc(C(=O)NCCC3=CCCCC3)cc2)CC1	1	-13	-2	4	-0.7	-9	0.9	104	-18
CCCCNC(=O)c1sc(=S)n2c1[nH]c(=O)c1ccccc12	3	-24	-9	0	19	-4	14	102	34
COCC(C)n1c(SCC(=O)N2CCc3ccccc3C2)nc2ccccc2c1=O (stereo unspecified)	-16	-4	-5	-1	-2.3	-3	-0.9	103	22
O=C(Cn1cnc2ccccc2c1=O)NNC(=O)c1ccccc1	-16	-9	16	2	-0.7	4	-1.1	105	·
CC(C)[C@H](NS(=O)(=O)c1ccccc1)C(=O)OCC(=O)N1N=C(c2ccc(Cl)cc2)CC1c1ccco1 (stereo partly specified)	1	-6	-5	-2	-0.3	-2	0.7	104	28
CCOc1ccc(N(CC)S(=O)(=O)c2ccc3c(c2)oc(=O)n3C)cc1	-14	-4	-6	-4	0.5	-3	0.2	96	-7
COc1cccc(-c2nc(CS(=O)(=O)CC(=O)NCCCN3CC(C)CC(C)C3)c(C)o2)c1 (stereo unspecified)	5	-4	-11	6	-0.1	4	-0.4	116	-3
CCC(C)NC(=O)C1CCC(CNS(=O)(=O)c2ccccc2)CC1 (stereo unspecified)	2	-14	8	10	1.0	0	0.9	106	-3
COc1cc(C(=O)COC(=O)Cc2cnc3sccn23)cc(OC)c1OC	-1	-11	-2	·	-0.6	-3	0.3	·	18
Cc1ccc(CNC(=O)c2ccc(CNc3c(N4CCCC4)c(=O)c3=O)cc2)cc1	-4	-6	-5	-2	-0.9	13*	0.4	100	-9
Cc1nn(-c2nc(-c3ccco3)cc(C(F)(F)F)n2)c(C)c1Br	-6	-5	-3	-6	0.1	0	-0.1	99	9
C=CCC1NCCc2c(Br)cccc21 (stereo unspecified)	-13	2	-6	-1	0.0	0	0.5	107	8
CCN(C(=O)COc1cc(=O)n(CC)c2ccccc12)c1cccc(Cl)c1	0	-11	3	-3	1.2	-3	1.6	97	10
CCC(C)c1ccccc1NC(=O)COC(=O)c1ccc(C)c(NC(=O)c2ccco2)c1 (stereo unspecified)	-5	-5	-6	-12	-1.3	-5	1.1	92	-18
COCCSc1ccccc1C(=O)N1CCN(c2ccccc2)CC1	1	-6	-2	3	0.7	-4	-0.3	102	-9
COc1cc(C(=O)NCC(c2ccc(F)cc2)N2CCOCC2)ccc1OCc1ccccc1Cl (stereo unspecified)	·	-4	·	·	-1.4	-3	-0.1	·	·
CCOc1ccc2nc(N3C(=O)C(O)=C(C(=O)c4ccco4)C3c3ccco3)sc2c1 (stereo unspecified)	·	-1	·	·	0.1	-3	0.7	·	·
O=[N+]([O-])c1cccc(N=NN(CCO)c2cccc([N+](=O)[O-])c2)c1	2	-10	5	0	0.3	-2	5.4	97	16

Single records, from the list above. Values in the order: M18AAP inhibitor | OXTR potentiator | GPR7 antagonist | MEKK2mut PB1 HTS | OXTR agonist | GalR3 antagonist | V1R ag counter | MEKK2 WT-MEK5 | NALP1 inh
`CCC(C)NC(=O)C1CCC(CNS(=O)(=O)c2ccccc2)CC1` (stereo unspecified) is listed as 2 | -14 | 8 | 10 | 1.0 | 0 | 0.9 | 106 | -3
`CCN(C(=O)COc1cc(=O)n(CC)c2ccccc12)c1cccc(Cl)c1` is listed as 0 | -11 | 3 | -3 | 1.2 | -3 | 1.6 | 97 | 10
`Cc1ccc(CNC(=O)c2ccc(CNc3c(N4CCCC4)c(=O)c3=O)cc2)cc1` is listed as -4 | -6 | -5 | -2 | -0.9 | 13* | 0.4 | 100 | -9
`COCCSc1ccccc1C(=O)N1CCN(c2ccccc2)CC1` is listed as 1 | -6 | -2 | 3 | 0.7 | -4 | -0.3 | 102 | -9

The list goes on.
SMILES	M18AAP inhibitor	OXTR potentiator	GPR7 antagonist	MEKK2mut PB1 HTS	OXTR agonist	GalR3 antagonist	V1R ag counter	MEKK2 WT-MEK5	NALP1 inh
C/C(=N\O)c1ccc2c(c1)CC(C)O2 (stereo unspecified)	-1	-7	-18	4	-2.9	-3	10	100	-14
CC(=O)NNc1cc(C)nc(NS(=O)(=O)c2ccc(C)cc2)n1	4	-1	-17	4	0.5	-10	-0.7	112	12
O=C(NNC(=S)Nc1ccccc1Cl)c1ccccc1Br	-1	·	3	-3	·	-2	·	93	-1
O=C(NCc1ccccc1Cl)C1CCCN(c2nc3ccsc3c(=O)s2)C1 (stereo unspecified)	14	1	1	2	-0.2	·	1.0	99	22
CC(C)OCCCNC(=O)[C@H]1N2C(=O)c3ccccc3C2SC1(C)C (stereo partly specified)	6	2	4	0	-0.6	-10	-0.2	96	12
O=C(CC1SC(=O)N(Cc2ccccc2)C1=O)Nc1nccs1 (stereo unspecified)	21	-1	-14	8	3.4	-5	2.5	98	21
